Screening results: PubChem BioAssay, Fisher Drug Discovery Resource Center
mcGAS RapidFire = inhibitors of mouse cGAS; Q8C6L5; AID 1259397; inhibition, % at 12.5 µM; 130,000 compounds, 0.18% hits; recombinant mouse cGAS, cGAMP by RapidFire MS;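 active means inhibition of cGAS enzyme activity at or above 60%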;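 further: enzyme stimulated by 45 bp dsDNA with ATP and GTP substrates; cGAMP share of summed cGAMP plus half ATP and half GTP signals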
Target sequence (Q8C6L5 whole entry, looked up): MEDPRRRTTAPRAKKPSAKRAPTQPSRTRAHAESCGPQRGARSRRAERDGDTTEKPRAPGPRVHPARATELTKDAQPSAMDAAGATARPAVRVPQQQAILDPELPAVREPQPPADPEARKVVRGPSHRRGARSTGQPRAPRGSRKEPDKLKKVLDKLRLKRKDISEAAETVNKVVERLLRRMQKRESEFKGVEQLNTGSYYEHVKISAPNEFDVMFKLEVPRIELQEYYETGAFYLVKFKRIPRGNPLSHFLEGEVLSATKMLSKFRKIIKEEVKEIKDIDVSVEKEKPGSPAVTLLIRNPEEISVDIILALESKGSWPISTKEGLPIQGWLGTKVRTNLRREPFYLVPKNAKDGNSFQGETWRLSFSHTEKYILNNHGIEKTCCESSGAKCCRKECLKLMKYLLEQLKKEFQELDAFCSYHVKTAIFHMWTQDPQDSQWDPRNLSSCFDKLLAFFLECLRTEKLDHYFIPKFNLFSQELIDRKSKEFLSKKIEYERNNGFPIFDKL
Numbers without * were called inactive; & = joins results of further samples.

No.	SMILES	mcGAS RapidFire
1	COc1cc2[nH]c(Nc3ccc(Cl)cc3)c([N+](=O)[O-])c2cc1OC	0
2	Cc1c(C(=O)NCc2cccc(C(F)(F)F)c2)sc(=O)n1Cc1ccc(S(=O)(=O)N(C)C)cc1	1
3	C=CCn1c(=NC(=O)CN2C(=O)c3ccccc3C2=O)sc2cc(C)ccc21	-9
4	COc1c(S(=O)(=O)N2CCN(c3cccc(C)c3C)CC2)ccc(Cl)c1Cl	-9
5	COc1cc(C(O)c2nc(-c3csc4ccccc34)cs2)ccc1F (centres undefined)	4
6	O=C(O)c1cc(-c2cccnc2)cc(S(=O)(=O)N2CCOCC2)c1	9
7	CC(C)Cn1c(C(C)O)nc2ccccc21 (centres undefined)	20
8	NC(CC1CCCC1)c1ccc(Oc2ccccc2)cc1 (centres undefined)	1
9	O=C(Cn1nnnc1CN1CCOCC1)N1CCCN(Cc2cccs2)CC1	-7
10	CCc1cc(N2CCN(Cc3ncnn3CC)CC2)nc(N2CCCC2)n1	-8
11	CCCCC[n+]1cccc2ccccc21	13
12	CCc1sc(C(=O)Nc2ccc(S(=O)(=O)N(C)C3CCN(C)CC3)cc2)cc1C	-2
13	Cn1c(=O)c2c(nc(SCC(N)=O)n2C)n(C)c1=O	1
14	Cc1cccn2c(Cn3cc(CC(C)c4ccccc4)nn3)cnc12 (centres undefined)	-6
15	COc1cc(OC)c(NS(=O)(=O)c2ccc(OC)c(Br)c2)cc1Cl	-11
16	Cn1cc(C(=O)NCc2ccccc2)c2[nH]c(=O)n(-c3ccc(Cl)cc3)c(=O)c21	-26
17	CCOC(=O)CCNC(=O)N1CCCCC1c1cccc(OC)c1 (centres undefined)	-2
18	O=C(C=Cc1ccc([N+](=O)[O-])cc1)c1ccc(F)cc1	2
19	Cc1nccn1C(C)C(=O)NCc1cccnc1Oc1ccc(F)c(F)c1 (centres undefined)	-13
20	Cc1[nH]c2ccccc2c1C(C[N+](=O)[O-])c1ccccc1Cl (centres undefined)	1
21	Cc1ccc2c(c1)c(C#N)nn2C	-32
22	CCC(NS(=O)(=O)CC)c1ccccc1OC(F)F (centres undefined)	1
23	Cc1c(C)n2c3c(=O)n(Cc4ccccc4)c(=O)n(C)c3nc2n1CCCO	-10
24	CC(C)N(C)C(=O)CC1CCNCC1	-9
25	CCN(C)c1ccc(CNC(=O)c2c(C)nn(C)c2Cl)cc1F	-5
26	CCC(Sc1nc(N)c(C#N)cc1C#N)C(=O)Nc1ccccc1 (centres undefined)	-9
27	COc1ccccc1NC(=O)C(=O)NCC1CCCN1S(=O)(=O)c1ccc(C)cc1 (centres undefined)	5
28	Cc1nn(-c2ccc(Cl)cc2)c(C)c1CC(=O)NC1(C)CCCC1	9
29	NC1(C(=O)O)CCN(Cc2ccc3c(c2)OCCO3)C1 (centres undefined)	-6
30	C#CCCC(C#N)(C#N)c1ncc(-c2ccc(OC)cc2)cn1	-8

Rewritten field by field: part of the list above.
18) O=C(C=Cc1ccc([N+](=O)[O-])cc1)c1ccc(F)cc1
  mcGAS RapidFire: 2
7) CC(C)Cn1c(C(C)O)nc2ccccc21 (centres undefined)
  mcGAS RapidFire: 20
26) CCC(Sc1nc(N)c(C#N)cc1C#N)C(=O)Nc1ccccc1 (centres undefined)
  mcGAS RapidFire: -9
23) Cc1c(C)n2c3c(=O)n(Cc4ccccc4)c(=O)n(C)c3nc2n1CCCO
  mcGAS RapidFire: -10

Continued.
No.	SMILES	mcGAS RapidFire
31	CC(CN1CCCCC1)OC(=O)CC1(c2ccccc2)C(=O)c2ccccc2C1=O (centres undefined)	-8
32	O=C(O)c1occc1CS(=O)(=O)c1ccccc1	5
33	CC1CN(Cc2cccc(NC(=O)c3ccc[nH]3)c2)CC(C)O1 (centres undefined)	-3
34	COc1cccc(OC)c1C(=O)OCc1ccoc1C(=O)O	-1
35	CC(=NOCc1nc2c3c4c(sc3ncn2n1)CCCC4)c1cccs1	-3
36	Clc1ccccc1NCc1coc(-c2ccccc2)n1	-1
37	NC(=O)c1csc(C(=O)N(Cc2ccoc2)C2CCCCC2)c1	-7
38	Cc1nnc(CN(C)C(=O)CC2COc3ccc(C(=O)N(C)C)cc3N2C)o1 (centres undefined)	-21
39	CN(Cc1cnc(-c2ccco2)nc1)Cc1cnn(-c2ccc(F)cc2)c1	-3
40	O=C(c1cncc(N2CC[C@@H](c3ccc4c(c3)OCO4)[C@H](O)C2)n1)N1CCCC1	-42
41	CCCCc1noc(C(C)Nc2cccc(N3CCCCC3=O)c2)n1 (centres undefined)	0
42	C=CCc1cccc(C)c1OCCCCNCCOC	1
43	CSc1nc(C)c(CC(=O)NCc2ccc(N(C)C)cc2)s1	5
44	Cc1cnc(NCC(c2ccccn2)N(C)C)nc1N(C)C (centres undefined)	-2
45	Cc1ccccc1C(NC(=O)c1cnn(C)c1)c1ccncc1 (centres undefined)	5
46	COc1cc2c(cc1OC)CN(Cn1nc(C(F)(F)F)n(C)c1=S)CC2	-6
47	O=c1[nH]c(SCc2ccc(Cl)c(Cl)c2)nc2c1cnn2CCO	-20
48	Cc1cccc2c1C(=O)NC(c1c(C(C)C)nn(C)c1Cl)N2 (centres undefined)	-7
49	CC(c1nnc(SCC(=O)O)n1-c1ccccc1)n1ccnc1 (centres undefined)	3
50	CCCCn1nnnc1NCc1cccn1C	-3
51	Cc1cnc(N2C[C@H](OC(C)C)[C@@H](O)C2)nc1N(C)C	-15
52	O=C(CCc1c[nH]c2ccccc12)N1CCC(CO)(Cc2cccc(C(F)(F)F)c2)CC1	-5
53	N#CCSc1nnc2c(n1)[nH]c1ccccc12	-24
54	O=C(c1scc2c1CCCC2)N1CCCC(CNS(=O)(=O)c2cccs2)C1 (centres undefined)	-6
55	CN(Cc1ccccc1)C1=CC2=CC(=C(C#N)C#N)CCC2CC1 (centres undefined)	-13
56	O=C(NCc1cccs1)c1csc(Nc2ccc(OC(F)F)cc2)n1	-5
57	O=C(OCc1cc(Cl)ccn1)c1ccc2nc(C(F)F)[nH]c2c1	-17
58	OC(c1cccc(F)c1)c1ncc(-c2ccc(Oc3ccccc3)cc2)[nH]1 (centres undefined)	-9
59	CCOc1ccc(NC(=O)c2cccc3c2OC(C)C3C)cc1S(=O)(=O)N1CCOCC1 (centres undefined)	-31
60	Cc1[nH]c2ccccc2c1C(=O)Cn1c(=O)oc2ccccc21	-1
61	COc1ccc(Br)c(Cn2c(C)c(C(=O)NCc3ccc(C#N)cc3)sc2=O)c1	7
62	COc1ccc(N2CCN(C(=O)C3CC=CCC3C(=O)Nc3cc(OC)ccc3OC)CC2)cc1 (centres undefined)	1
63	O=C(Nc1ccc(Cl)cn1)c1ccc(COCC(F)(F)C(F)F)o1	-1
64	CCOCCC(=O)NCC(C)c1ccc(C)cc1 (centres undefined)	-4
65	Cc1ccc(C(=O)Nc2ccc(NC(=O)C3CCNC3)cc2)o1 (centres undefined)	-7
66	CCCCn1nc(C)c(C(=O)N2CCNC(=O)CC2)c1Cl	1
67	COc1cc(S(=O)(=O)NC(C)c2ccccn2)ccc1NC(C)=O (centres undefined)	-7
68	Cc1cc(C(=O)Nc2ccc(Cl)c(S(=O)(=O)N3CCCC3)c2)no1	-2
69	Cc1ccc(-n2ncc3c(C(C)C)nn(CC(=O)NC(C)(C)C)c(=O)c32)cc1C	-3
70	Cc1c(C(=O)N(C)Cc2ccc(F)cc2)sc(=O)n1CC(=O)c1ccc(N2CCCC2)cc1	-4
71	Cc1nn(C)c(C)c1C(C)NC(=O)c1cc(COc2ccc(F)c(F)c2)on1 (centres undefined)	-4
72	O=S(=O)(c1ccc(I)cc1)N1CCSC1c1ccco1 (centres undefined)	-6
73	Cc1cc(C=C(C#N)C(=O)OCC(=O)NC2CCCCCCC2)c(C)n1CCC(C)C	-8
74	CCNC(=O)[C@H]1CC[C@@](C)(C(=O)NCCc2nc3c(C)cccc3[nH]2)C1(C)C	-12
75	O=C(CNCc1c(Cl)nc2ccccn12)N1CCCCC1	-12
76	CC(=O)C1=C(C(F)(F)F)N(c2ccccc2)C(=S)NC1c1ccccc1 (centres undefined)	-4
77	O=c1c2c(F)c(F)c(F)c(F)c2sc2nc3ccccc3n12	-4
78	CN(C)CCNC(=O)c1nnc(N2CCN(c3ccccc3F)CC2)c2ccccc12	-12
79	CC(=NNc1nc(C)nc2sc3c(c12)CCC3)c1ccncc1	-8
80	O=C(CCC(F)(F)F)N1CCC(CO)(CCc2ccccc2)CC1	-8
81	COC(=O)C(C)(NC(=O)Cn1cnnn1)c1cc(F)ccc1F (centres undefined)	0
82	Cc1ccc(C2CC2C(=O)NS(=O)(=O)c2ccc(F)cc2)s1 (centres undefined)	-3
83	CCOC(=O)C1(CC2CC2)CCN(Cc2ccc(SC)cc2)CC1	4
84	Cc1nc(S(=O)(=O)N2CCOC3(CCCC3)C2)cn1C	-5
85	N#Cc1cccc(NCc2nc(-c3cccs3)no2)c1	-12
86	Cc1cccc(=O)n1CCCn1cc(-c2ccc3c(c2)OCCO3)nn1	7
87	Brc1cccc(C2(NCc3nc(C4CC4)no3)CCOCC2)c1	6
88	Cc1nc2c(c(=O)[nH]1)CCN(C(=O)c1cc3c(C(F)(F)F)nn(C)c3s1)C2	-9
89	Cn1cc(/C=C/C(=O)NCc2n[nH]c(=O)[nH]2)c2ccccc21	7
90	CN(C)c1nc(N)c(C(=O)Nc2cccnc2)nc1Cl	-8

Other entries follow:
No.	SMILES	mcGAS RapidFire
91	CC(NC(=O)COC(=O)C1CC1)C12CC3CC(CC(C3)C1)C2 (centres undefined)	-8
92	COc1ccc(-c2cn3c(C(=O)Nc4cc(C)on4)csc3n2)cc1	-4
93	CCN(Cc1ncccc1C(=O)O)C(C)C	-27
94	CC(NC(=O)OC(C)(C)C)c1noc(CC2C=CCC2)n1 (centres undefined)	4
95	COc1ccc(NS(C)(=O)=O)cc1NS(=O)(=O)c1ccc(F)cc1	-8
96	Cc1cc(C)n2ncc(CN3CC[C@@H](c4ccc(F)cc4)[C@H](O)C3)c2n1	-4
97	CN(C)CCCN(C)C(=O)CN1C(=O)C(c2ccccc2)NC(=O)c2ccccc21 (centres undefined)	-6
98	CCC(NC(=O)c1ccc(-n2cnnc2)cc1Cl)c1ncccc1C (centres undefined)	-3
99	Cc1ccc(Cn2cc(C(=O)NNC(=O)Nc3ccc(F)cc3)ccc2=O)cc1	-4
100	O=C1NC2(CCCC2)C(=O)N1CCCC(=O)N1CCc2ccccc21	-13
101	CCOc1ccc2nc(CN3CCC(n4nccc4NC(C)=O)CC3)ccc2c1	-5
102	C#CCNC(=O)c1ccc(Br)cc1F	-7
103	CC1=C(C(=O)N2CCc3ccc(NC(=O)C4CCCO4)cc3C2)OCCO1 (centres undefined)	-2
104	O=C(Nc1nncs1)c1cccc(NC(=O)c2ccc(Br)o2)c1	-16
105	CC(=O)Nc1ccc(NC(=O)c2cc(C)ccc2N2CCCC2)cc1	-4
106	O=C(Nc1ccc2c(c1)OCO2)C1=CN2CCS(=O)(=O)N=C2C=C1	1
107	Cc1nn(C2CCS(=O)(=O)C2)c(N2CCCCC2)c1C=NNC(=O)C1CC1 (centres undefined)	1
108	CCOc1cn2c(cc1=O)C(=O)N(CCNC(=O)c1ccc(C)cc1)CC2	-5
109	Cn1c(=O)[nH]c(=O)c2[nH]c(CN3CCN(c4ccccc4F)CC3)nc21	-3
110	CCCc1nnc(NC(=O)CN2CCc3[nH]nc(C4CCC4)c3C2)s1	-10
111	O=C(Cn1nc(-c2ccc(F)c(F)c2)c2ccccc2c1=O)NC1CC1	-1
112	CNC(=O)CN1CCC(NC(=O)N2CCSCC2)CC1	-8
113	O=C(Cc1ccccc1)NC1CCN(c2ccccc2C(=O)N2CCN(c3ccc(Cl)cc3)CC2)CC1	4
114	CC(C)N=C(N)N=C(N)Nc1ccc(Cl)cc1	-2&-1
115	CCc1cc(C(=O)Nc2ccc(OC)cc2OC)sc1C	-17
116	FC(F)(F)COCCCn1nnc(-c2ccsc2)n1	-5
117	CC(=O)NCC(=O)N1CCCC(CCc2c(F)cccc2F)C1 (centres undefined)	3
118	CCN(CC)S(=O)(=O)c1ccc(NN=C2C=C(C)CC(C)(C)C2)nc1	-15
119	c1cc(C2NCCc3[nH]cnc32)ccn1 (centres undefined)	5
120	N#Cc1ccccc1CSc1nnnn1CC(F)(F)F	-7
121	Cc1sc2nc(-c3cccs3)nc(-n3ccnc3)c2c1C	-4
122	Cc1ccsc1[C@@H]1CCN(C(=O)c2ccc(C#CC(C)(C)O)o2)C[C@H]1O	-15
123	CC(C)NC(=O)NC(=O)CSc1ncnc2sc3c(c12)CCCC3	-6
124	Cc1cc(COC(=O)c2cc(S(=O)(=O)NC3CC3)ccc2C)on1	16
125	COC(=O)C1=NOC2C(=O)N(c3ccc(Cl)cc3)C(=O)C12 (centres undefined)	14
126	Cc1cccc(C(=O)NCC(=O)Nc2cc(C)nn2C)c1	5
127	Cc1ccccc1Oc1cc(N2CCNC(C)C2)ncn1 (centres undefined)	0
128	CCN1CCCN(C(=O)c2ccc(OCC3CC3)cc2)CC1	-13
129	Cc1ccc(N=C2CCc3cccc(O)c32)cc1	-6
130	Cc1ccc(F)c(NC2CCCN(C(=O)c3ccccc3C)C2)c1 (centres undefined)	1
131	Cc1c(C(=O)NC2CCC(n3cnnc3)CC2)cnn1-c1ccccn1 (centres undefined)	-24
132	Cc1ccccc1Oc1cc(C(F)(F)F)nc(SCc2cccc(Cl)c2)n1	-4
133	Cc1cccn2c(CC(=O)NCCCn3nnc4ccccc43)cnc12	-6
134	CC(=O)N1CCCN(C(=O)C2CCC(=O)N(Cc3ccc(Cl)cc3)C2)CC1 (centres undefined)	-5
135	Cn1c(CN2CCCc3c(NS(C)(=O)=O)cccc32)nc2cc(Cl)ccc21	20
136	Cc1ccc(CS(=O)(=O)Nc2ccc3c(c2)C(=O)N(C)c2ccccc2O3)cc1	-11
137	Cc1nn(CCC#N)c(C)c1CCC(=O)NC1CCN(C2CCCCCC2)C1 (centres undefined)	-2
138	Cc1ccc(NC(=O)CSc2c(C)[nH]c3ccccc23)cc1	6

This is a subset; the hit share may differ from the screen's.
